APE1 inh: inhibitors of human APE1 endonuclease | 350,000 tested, 0.35% active | Potency, µM (highest dose often 65.8 µM), inactives show at the highest dose activity change, negative = inhibition, most hits filed as inhibitors | P27695 | recombinant APE1, TAMRA/BHQ-2 abasic DNA cleavage fluorescence;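 also: plate controls were vehicle for no effect and reference inhibitor for full effect; nearly all actives have a fitted effect of over 55% in size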
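Endonuclease cleavage of a quenched abasic-site DNA duplex (50 nM) by APE1 (0.75 nM) was tracked by TAMRA dequenching. Compounds were preincubated with enzyme 15 min at room temperature; data normalized to buffer-only and DMSO wells plus NSC13755 control.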
Pol kappa inh: blocks human DNA polymerase kappa activity; Q9UBT6; purified Pol kappa, fluorescent DNA synthesis assay, 10 min; Potency, µM (series often up to 107 µM), without a hit: at the highest dose activity, negative = inhibition, usual class: inhibitors; 400,000 tested, 0.53% active; AID 588579; also: % is scaled to controls: 0 for no effect and ±100 for the full control effect
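Inhibition of 10 nM Pol kappa is measured by a fluorescent read-out at 0 and 10 min following addition of 50 nM substrate (final), with a 15-min room-temperature compound preincubation.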
POLI inh: inhibitors of human DNA polymerase iota | Potency, µM (top dose mostly 115 µM), without a hit: top-dose activity, negative = inhibition, most hits filed as inhibitors | AID 588590 | Pol iota fluorescent replication assay, 10 min | 390,000 tested, 1% active
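Fluorescent replication assay read twice, at 0 min and 10 min after adding 50 nM (final) substrate. Enzyme (10 nM) and compounds were first incubated 15 min at room temperature; enzyme-free buffer wells were negative controls.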
G9a inh: G9a (human) methyltransferase inhibition; Q96KQ7; G9a H3K9 monomethylation, AlphaScreen, 2 h; Potency, µM (titrated, usually from 102 µM), for inactives: at the highest dose activity, negative = inhibition, most hits filed as inhibitors; 350,000 tested, 8.8% active; also: % is scaled to controls: 0 for no effect and ±100 for the full control effect; nearly all actives have a fitted effect of over 75% in size
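Enzyme 20 nM + cpd, 15 min RT; add b-H3K9 pep 500 nM / SAM 20 uM; 2 h RT; anti-H3K9me1 Ab 0.5 ug/mL + SA donor / anti-rabbit acceptor beads 20 ug/mL each, 10 min; AlphaScreen read.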
BAZ2B block: inhibitors of human BAZ2B bromodomain | AlphaScreen BAZ2B-H3K14Ac peptide displacement | 360,000 tested, 4.4% active | AID 504333 | Q9UIF8 | Potency, µM (titrated, usually from 114 µM), inactives show top-dose activity change, negative = inhibition, most hits filed as inhibitors; also: % is scaled to controls: 0 for no effect and ±100 for the full control effect; nearly all actives have a fitted effect of over 60% in size
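Compounds, titrated to a top concentration of 110 uM, were incubated 30 min at room temperature with preformed BAZ2B/acetyl-K14 H3 peptide complex (50 nM each). Proximity signal was measured by AlphaScreen after 20 min with beads.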
Pol beta inh: inhibitors of human DNA polymerase beta; P06746; Pol beta primer extension/strand displacement, fluorescence kinetic; Potency, µM (titrated, usually from 114 µM), for the others: top-dose activity change, negative = inhibition, actives largely listed as inhibitors; 340,000 tested, 1.3% active; AID 485314; also: % is scaled to controls: 0 for no effect and ±100 for the full control effect
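10 nM enzyme + cpd, 15 min RT; start with substrate 50 nM final; read 0 min and after 10 min RT. Corrected, normalized data; 4-parameter Hill curve fit.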
Apoferritin bind: binds horse apoferritin like a general anesthetic | apoferritin/1-aminoanthracene competitive binding, fluorescence | Potency, µM (top dose mostly 77.5 µM), without a hit: at the highest dose activity change, negative = displacement, hits mostly inhibitors | AID 485281 | P02791 | 350,000 tested, 0.074% active; also: % is scaled to controls: 0 for no effect and ±100 for the full control effect; nearly all actives have a fitted effect of over 20% in size
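In PBS, apoferritin at 10 uM is loaded with 1-AMA from a 50% saturated solution. After 10 min of compound exposure at ambient temperature, reduced 535 nm fluorescence indicates probe displacement.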
POLH inh: inhibitors of human DNA polymerase eta. recombinant Pol eta, fluorescent DNA replication assay. Potency, µM (highest dose often 114 µM), for inactives: at the top dose activity change, negative = inhibition, most hits filed as inhibitors. 390,000 tested, 1.2% active; also: % is scaled to controls: 0 for no effect and ±100 for the full control effect
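Pol eta at 10 nM preincubated with compounds 15 min at room temperature; reaction started with fluorescent substrate (50 nM final) and read kinetically at 0 and 10 min.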
BLM helicase inh: blocks DNA unwinding by human BLM helicase; Potency, µM (series often up to 56.1 µM), without a hit: at the top dose activity change, negative = inhibition, most hits filed as inhibitors; 350,000 tested, 0.2% active; recombinant BLM DNA unwinding, fluorescence dequenching; P54132;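 also: plate controls were vehicle for no effect and no enzyme for full effect; nearly all actives have a fitted effect of over 35% in size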
Target sequence (P54132 whole entry, looked up): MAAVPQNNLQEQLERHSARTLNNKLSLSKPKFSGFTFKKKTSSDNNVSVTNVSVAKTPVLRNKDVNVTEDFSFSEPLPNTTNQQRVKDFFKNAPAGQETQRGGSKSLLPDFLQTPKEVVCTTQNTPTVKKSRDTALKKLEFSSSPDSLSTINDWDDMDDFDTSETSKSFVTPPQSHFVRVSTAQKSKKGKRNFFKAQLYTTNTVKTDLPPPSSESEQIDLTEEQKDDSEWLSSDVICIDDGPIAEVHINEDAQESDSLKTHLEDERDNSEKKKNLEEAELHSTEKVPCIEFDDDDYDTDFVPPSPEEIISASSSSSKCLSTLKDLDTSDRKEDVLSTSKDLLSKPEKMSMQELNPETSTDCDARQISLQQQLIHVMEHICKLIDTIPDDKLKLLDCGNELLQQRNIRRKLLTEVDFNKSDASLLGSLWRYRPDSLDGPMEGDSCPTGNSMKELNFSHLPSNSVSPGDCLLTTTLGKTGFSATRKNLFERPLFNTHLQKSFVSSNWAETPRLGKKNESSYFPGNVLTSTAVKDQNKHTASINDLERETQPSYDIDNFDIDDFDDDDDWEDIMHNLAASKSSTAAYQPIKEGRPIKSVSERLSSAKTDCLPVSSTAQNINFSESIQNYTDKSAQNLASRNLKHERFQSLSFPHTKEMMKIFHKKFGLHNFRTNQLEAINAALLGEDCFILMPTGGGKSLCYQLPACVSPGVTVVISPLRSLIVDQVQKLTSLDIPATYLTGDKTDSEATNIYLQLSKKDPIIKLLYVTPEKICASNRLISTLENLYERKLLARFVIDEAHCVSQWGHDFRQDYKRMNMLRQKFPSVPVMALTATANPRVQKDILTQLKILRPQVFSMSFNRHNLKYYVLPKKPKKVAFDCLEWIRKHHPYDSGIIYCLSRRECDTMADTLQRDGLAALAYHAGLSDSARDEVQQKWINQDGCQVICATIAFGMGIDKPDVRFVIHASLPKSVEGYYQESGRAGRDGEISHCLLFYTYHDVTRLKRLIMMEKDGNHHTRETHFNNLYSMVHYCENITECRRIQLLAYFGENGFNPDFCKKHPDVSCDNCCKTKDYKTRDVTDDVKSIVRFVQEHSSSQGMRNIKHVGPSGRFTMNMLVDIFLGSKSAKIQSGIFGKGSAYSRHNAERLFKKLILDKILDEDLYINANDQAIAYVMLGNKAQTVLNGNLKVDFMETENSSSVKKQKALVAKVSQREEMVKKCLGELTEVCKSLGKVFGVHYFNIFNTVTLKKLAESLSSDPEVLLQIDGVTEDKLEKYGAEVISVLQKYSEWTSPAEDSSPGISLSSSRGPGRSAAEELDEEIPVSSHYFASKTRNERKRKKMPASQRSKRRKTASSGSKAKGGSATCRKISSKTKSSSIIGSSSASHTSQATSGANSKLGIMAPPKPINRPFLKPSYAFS
Active calls of the source: *; ? = inconclusive; . = not tested or not shown; & = joins results of further samples; [ ] = another dose, or the depositor's remark. Calls follow the shape of the dose curve; as a rule, active = well fitted curve in the direction sought with a large enough effect; inconclusive = small, poorly fitted or top-dose-only effect, or another doubt; inactive = no such curve, though single readings can be large; an effect the other way counts as inactive or inconclusive. Potency is read from the fitted curve at half-maximal effect.

SMILES	APE1 inh	Pol kappa inh	POLI inh	G9a inh	BAZ2B block	Pol beta inh	Apoferritin bind	POLH inh	BLM helicase inh
COc1ccc(C/C(=N\O)c2ccc(OC)cc2)cc1	-8%	-2%	9%	-12%[2.33 µM]	1%	-1%	-12%	-14%	-5%
O=C(NCc1ccc2c(c1)OCO2)C1CC(=O)N(c2ccc(F)cc2)C1 (configuration not stated)	-1%	-4%	14%	10%[59 µM]	3%	-14%	2%	-11%	1%
CCc1ccccc1-n1c(SCC(=O)Nc2ccc(C)cc2)nc2n[nH]c(C)c2c1=N	.	-17%[60.1 µM]	-6%	7%[59 µM]	-2%	-15%	-12%	-4%	3%
Cc1nnc(N2CCN(c3cccc(C(F)(F)F)c3)CC2)c2c1nnn2Cc1ccccc1	.	-6%	4%	8%[59 µM]	1%	-2%	63%[activator]	-26%	-3%
CCN(CC)C(=O)c1ccc(COc2ccccc2Br)o1	-10%	-6%	?	-8%[59 µM]	2%	-25%	-20%	?	-3%
O=C(Nc1ncnc2sc3c(c12)CCC3)c1ccco1	7%	-11%	-5%	?	-6%	19%	16%	2%	-3%
Cc1ccc(C(=O)N(C)CC(=O)Nc2ccc(F)c(F)c2F)o1	0%	1%	33%[activator]	15%[59 µM]	-15%	-3%	-4%	-13%	-3%
O=S(=O)(NCC1CCCO1)c1ccc2c(c1)OCCO2 (configuration not stated)	-1%	-6%	-5%	5%[12.7 µM]	6%	-16%	-2%	-1%	1%
O=C(COc1ccc([N+](=O)[O-])cc1)N/N=C/c1cc([N+](=O)[O-])ccc1N1CCOCC1	-3%	-2%	26%	-23%	-33%	-7%	-9%	-24%	-4%
O=C(Nc1ccc2c(c1)OCO2)C1CC(c2ccc(F)cc2)=NO1 (configuration not stated)	2%	-11%	71%[activator]	-2%	-38%	4%	-9%	-1%	-2%
CON(C)C(=O)CCN(C(=O)OC(C)(C)C)c1ccccc1	3%	-4%	-25%	.	.	.	.	-13%	.
COC(=O)c1cc(=O)n(CCc2ccc(OC)c(OC)c2)c(=Nc2ccc(F)c(Cl)c2)s1	-6%	-2%	28%	25µM*	?	-1%	-8%	-28%	-10%

Entries above that contain a halogen (six):
SMILES	APE1 inh	Pol kappa inh	POLI inh	G9a inh	BAZ2B block	Pol beta inh	Apoferritin bind	POLH inh	BLM helicase inh
O=C(NCc1ccc2c(c1)OCO2)C1CC(=O)N(c2ccc(F)cc2)C1 (configuration not stated)	-1%	-4%	14%	10%[59 µM]	3%	-14%	2%	-11%	1%
Cc1nnc(N2CCN(c3cccc(C(F)(F)F)c3)CC2)c2c1nnn2Cc1ccccc1	.	-6%	4%	8%[59 µM]	1%	-2%	63%[activator]	-26%	-3%
CCN(CC)C(=O)c1ccc(COc2ccccc2Br)o1	-10%	-6%	?	-8%[59 µM]	2%	-25%	-20%	?	-3%
Cc1ccc(C(=O)N(C)CC(=O)Nc2ccc(F)c(F)c2F)o1	0%	1%	33%[activator]	15%[59 µM]	-15%	-3%	-4%	-13%	-3%
O=C(Nc1ccc2c(c1)OCO2)C1CC(c2ccc(F)cc2)=NO1 (configuration not stated)	2%	-11%	71%[activator]	-2%	-38%	4%	-9%	-1%	-2%
COC(=O)c1cc(=O)n(CCc2ccc(OC)c(OC)c2)c(=Nc2ccc(F)c(Cl)c2)s1	-6%	-2%	28%	25µM*	?	-1%	-8%	-28%	-10%

Remaining list, next part
SMILES	APE1 inh	Pol kappa inh	POLI inh	G9a inh	BAZ2B block	Pol beta inh	Apoferritin bind	POLH inh	BLM helicase inh
CC1CCCCN1S(=O)(=O)c1ccc2c(c1)CCN2C(=O)CCC(=O)O (configuration not stated)	-4%	-7%	-1%[58.9 µM]	37%[0.501 µM]	-3%	28%	-12%	-6%	0%
Brc1cccc(-c2nnc3n2CCCCC3)c1	2%	-5%	?	18%[59 µM]	5%	4%	2%	4%	-1%
CCCNC(=O)C1CCC(Cn2c(=O)c3sccc3n(Cc3cccc(OC)c3)c2=O)CC1 (configuration not stated)	.	7%	-7%	16%[59 µM]	1%	1%	-2%	-15%	0%
CCCc1nc(N)nc2c1C(=O)CC(C)(C)C2	22%	12%	2%	-35%	3%	-1%	-7%	-19%	-1%
Cn1c(CN2CCCC2)nc2cc(NS(=O)(=O)c3ccc(Cl)cc3)ccc21	2%	-7%	4%	-12%	-37%	-7%	-23%	-2%	1%
CCOC(=O)c1c(C)[nH]c(C(=O)CSc2nnc(CC(C)c3ccccc3)o2)c1C (configuration not stated)	-2%	-3%	-6%	25%[59 µM]	21%	7%	?	-5%	-1%
COc1ccc(Br)cc1/C=N/NC(=O)c1cc(Br)ccc1O	-4%	.	.	40µM*	56µM*	5%	0%	.	-4%
COc1ccc(-n2nc(C)cc2N)cc1	-2%	-9%	-12%	19%[0.501 µM]	5%	-1%	-7%	6%	-1%
Cn1nccc1C(=O)N/N=C/c1cccnc1	11%	1%	-7%	11%[12.7 µM]	-8%	0%	6%	4%	-2%
CN(C)[C@@H]1C(=O)C(C(=O)NCN2CCCC2)=C(O)[C@@]2(O)C(=O)C3=C(O)c4c(O)cccc4[C@@](C)(O)C3CC12 (some centres not stated)	2.5µM*	.	.	3.2µM*	1.3µM*	0.5µM*	-8%	.	14µM*
O=C(CSc1nnc(CNC(=O)c2c(F)cccc2F)o1)c1ccccc1	-9%	-19%	5%	.	1%	2%	-24%	-3%	-1%
CCC(=O)N1CCN(c2ccc(NC(=O)c3ccco3)cc2Cl)CC1	5%	-6%	18%	-4%	-17%	-6%	-7%	-18%	-3%
Cc1cccc(CSc2ccc(-c3ccco3)nn2)c1	-1%	-13%	9%	-20%[59 µM]	-38%	-7%	-10%	-20%	-3%
CCn1c(/C=C/c2cc[n+](C)cc2)nc2ccccc21	4%	-7%	29%	35µM*	?	5%	.	-8%	2%
CCOc1cccc(CNn2cnnc2)c1OCc1ccccc1	-4%	-13%	18%	13%[59 µM]	8%	-10%	-7%	0%	1%
Cc1ccc(NC(=O)CSc2nc3ncccc3[nH]2)cc1F	.	-3%	-8%	5%[59 µM]	-9%	-2%	?	-15%	2%
COc1cccc(NC(=O)N(Cc2cn(C)c3ccccc23)C2CCCCC2)c1	.	-2%	4%	?	.	?	-6%	-12%	-8%
Cc1ccc(/C(O)=C2\C(=O)C(=O)N(CC(C)O)C2c2ccc(N(C)C)cc2)cc1 (configuration not stated)	-5%	1%	11%	?	-10%	19%	-13%	2%	3%
COc1ccc(-c2nc3c(s2)CCc2onc(-c4ccc(OC)cc4)c2-3)cc1	-8%	-12%	7%	-19%	-2%	24%	-5%	-11%	-4%
CC(=O)Nc1cn(C(C)=O)c(C)n1	-1%	.	.	?	-25%	-20%	-11%	.	-1%
O=C(NCc1ccccc1)C(c1ccccc1)N(Cc1cccs1)C(=O)c1cnccn1 (configuration not stated)	0%	-7%	0%	.	6%	81%	-22%	-13%	-2%
Oc1ccc(N=Nc2ccccc2C(F)(F)F)c2cccnc12	24%	-4%	-7%	15%[2.33 µM]	5.6µM*	9%	-6%	-21%	-2%
O=C(NCCSc1c[nH]c2ccccc12)c1ccc2c(c1)OCO2	4%	-4%	-3%	-41%	-23%	4%	-9%	-9%	-6%
O=C(Cn1nnc(-c2cccc(C(F)(F)F)c2)n1)NC(=O)NCc1ccco1	-5%	-21%	5%	?	56%[activator]	2%	?	0%	0%
CCOC(=O)COc1ccc2c(C)c(CCN(CC)CC)c(=O)oc2c1Cl	-8%	5%[19.4 µM]	.	-35%[12.7 µM]	.	.	-11%	.	45%&47%[activator]
Cc1ccc(CN(C)CC(=O)NC(C)c2ccccc2)cc1 (configuration not stated)	-10%	2%	19%	31%	5%	21%	-3%	-11%	2%
CCOc1ccc(C(C)=O)cc1CN1c2ccc(S(N)(=O)=O)cc2CC1C (configuration not stated)	40%	-13%	3%	-17%	-17%	2%	-4%	-6%	-5%
O=C(N/C(=C\c1ccc(-c2ccccc2)o1)C(=O)N1CCOCC1)c1ccccc1	-2%	-6%	34%[activator]	50µM*	-32%	-1%	?	-3%	-6%
O=C(O)c1cc(/C=C/c2ccc(N3CCOCC3)c([N+](=O)[O-])c2)nc2ccccc12	0%	-24%	8%	22%[12.7 µM]	-20%	-20%	19%	?	-4%
CCOC(=O)C1=C(C)N=C2c3ccccc3C(=O)C2C1c1ccc(Cl)cc1 (configuration not stated)	-4%	-18%	12%	40µM*	13µM*	9%	?	-11%	-10%
Cc1ccc(C(=O)C2=C(O)C(=O)N(Cc3cccnc3)C2c2ccc(Cl)cc2)o1 (configuration not stated)	-1%	-10%	3%	50µM*	11%	25%	-13%	5%	-2%
Cc1cccc(-c2noc(CN(C(=O)c3ccccc3Cl)C(C)C)n2)c1	.	-2%	20%	4%[59 µM]	10%	6%	0%	-26%	-4%

Full records from above. Order of values: APE1 inh, Pol kappa inh, POLI inh, G9a inh, BAZ2B block, Pol beta inh, Apoferritin bind, POLH inh, BLM helicase inh
Cc1ccc(CN(C)CC(=O)NC(C)c2ccccc2)cc1 (configuration not stated) reads -10%, 2%, 19%, 31%, 5%, 21%, -3%, -11%, 2%
CCOC(=O)C1=C(C)N=C2c3ccccc3C(=O)C2C1c1ccc(Cl)cc1 (configuration not stated) reads -4%, -18%, 12%, 40µM*, 13µM*, 9%, ?, -11%, -10%
CCOc1ccc(C(C)=O)cc1CN1c2ccc(S(N)(=O)=O)cc2CC1C (configuration not stated) reads 40%, -13%, 3%, -17%, -17%, 2%, -4%, -6%, -5%
O=C(O)c1cc(/C=C/c2ccc(N3CCOCC3)c([N+](=O)[O-])c2)nc2ccccc12 reads 0%, -24%, 8%, 22%[12.7 µM], -20%, -20%, 19%, ?, -4%

Screening data (PubChem BioAssay)

These rows are one share of the data (hit frequency here may not be typical).
